CHO-K1 Ca antag – nonselective inhibitor or artifact in parental CHO-K1 cells; ATP-induced calcium, Fluo-8 fluorescence; inhibition, % at 3 µM; hit rate 0.6% among 360,000;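 active = inhibition above a per-plate cutoff, the plate's mean sample inhibition plus 3 SD, cut at about 24% in these data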;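 note: 0% = DMSO plus EC80 ATP and 100% = DMSO alone without ATP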
TAAR1 antagonist – antagonists of human TAAR1; Q96RJ0; CHO RD-HGA16 TAAR1, Fluo-8 calcium fluorescence, antagonist; inhibition, % at 3 µM; hit rate 1.5% among 360,000; AID 624466;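 active = inhibition above a per-plate cutoff, the mean inhibition of test compounds on that plate plus 3 SD, cut at about 49% in these data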;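 note: 0% = DMSO plus EC80 beta-PEA response and 100% = DMSO alone without agonist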
Target sequence (Q96RJ0 whole entry, looked up): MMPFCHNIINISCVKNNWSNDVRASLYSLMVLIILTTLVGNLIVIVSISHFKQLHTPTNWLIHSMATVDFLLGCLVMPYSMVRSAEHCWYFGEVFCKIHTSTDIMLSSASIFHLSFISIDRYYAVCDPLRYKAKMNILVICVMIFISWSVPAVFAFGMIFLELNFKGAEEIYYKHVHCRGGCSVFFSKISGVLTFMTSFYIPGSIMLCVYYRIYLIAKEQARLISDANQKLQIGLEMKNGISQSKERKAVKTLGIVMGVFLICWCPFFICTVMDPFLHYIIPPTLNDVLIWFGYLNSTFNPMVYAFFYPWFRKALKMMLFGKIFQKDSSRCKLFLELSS
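System: RD-HGA16 CHO cells with stable hTAAR1 and Gα16 | Probe or stimulus: EC80 β-phenethylamine stimulus | Dosing: 3 µM, single point | Times: Dye loading 75 min at 37 °C, then 30 min room temperature | Measured by: Fluo-8 calcium-sensitive fluorescence | Read-out basis: % inhibition of agonist calcium response | Replicates: n of 1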
GPR7 antag – human neuropeptides B/W receptor 1 antagonism; hit rate 1.1% among 290,000; AID 1861; GPR7-expressing cells, fluorescence antagonist assay; inhibition, % at 4.4 µM; in the data active = inhibition above about 16%, passing the limit was not always enough;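 note: cells stimulated with the agonist NPW; 0% = agonist with vehicle and 100% = vehicle without agonist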
Target sequence (P48145 whole entry, looked up): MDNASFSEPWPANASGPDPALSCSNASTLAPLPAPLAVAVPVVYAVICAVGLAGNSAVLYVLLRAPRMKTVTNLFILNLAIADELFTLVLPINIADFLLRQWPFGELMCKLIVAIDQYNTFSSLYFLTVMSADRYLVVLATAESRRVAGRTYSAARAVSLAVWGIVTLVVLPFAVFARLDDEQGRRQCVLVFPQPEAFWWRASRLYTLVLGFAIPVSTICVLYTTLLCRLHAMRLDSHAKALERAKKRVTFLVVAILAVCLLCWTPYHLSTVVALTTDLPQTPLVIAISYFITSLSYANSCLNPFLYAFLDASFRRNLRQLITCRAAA
V1R ag counter – counter-screen for oxytocin receptor agonists: human V1a receptor agonists; AID 2797; hit rate 0.25% among 320,000; P37288; CHO-V1R cells, Fluo-8 calcium fluorescence, agonist mode; 0% DMSO, 100% 3 nM vasopressin; activation, % at 3 µM;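 active = activation above the mean activation of all tested compounds plus 3 SD, per screening run, cut at about 20% in these data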;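 note: signal is peak over basal fluorescence ratio across a 100 second FLIPR read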
M1 PAM parental – nonselective activator or artifact in parental CHO-K1 calcium assay. ATP EC20, Fluo-8 calcium fluorescence; 0% at ATP EC20, 100% at ATP max. activation, % at 3 µM. hit rate 0.02% among 360,000. AID 602247;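 active = activation above the run cutoff, the mean activation of all test compounds plus 3 SD, cut at about 40% in these data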;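 note: peak over basal fluorescence ratio in a 140 s read after ATP addition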
CHO-K1 Ca ag – nonselective activator or artifact in parental CHO-K1 cells; Fluo-8 calcium fluorescence; scaled to maximal ATP response, vehicle zero; activation, % at 3 µM; hit rate 0.48% among 360,000; AID 602248; in the data active = activation above about 15%;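 note: untransfected CHO-K1 host cells lacking M1 receptor as counterscreen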
OXTR agonist – agonists of human oxytocin receptor. P30559. CHO-OTR cells, Fluo-8 calcium fluorescence; normalized: DMSO 0%, oxytocin 100%. activation, % at 3 µM. hit rate 0.32% among 320,000. AID 2435;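 active = activation above the mean of all tested compounds plus 3 SD, cutoff set per screening run, cut at about 20% in these data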;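 note: peak over basal fluorescence ratio from a 100 s FLIPR kinetic read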
Target sequence (P30559 whole entry, looked up): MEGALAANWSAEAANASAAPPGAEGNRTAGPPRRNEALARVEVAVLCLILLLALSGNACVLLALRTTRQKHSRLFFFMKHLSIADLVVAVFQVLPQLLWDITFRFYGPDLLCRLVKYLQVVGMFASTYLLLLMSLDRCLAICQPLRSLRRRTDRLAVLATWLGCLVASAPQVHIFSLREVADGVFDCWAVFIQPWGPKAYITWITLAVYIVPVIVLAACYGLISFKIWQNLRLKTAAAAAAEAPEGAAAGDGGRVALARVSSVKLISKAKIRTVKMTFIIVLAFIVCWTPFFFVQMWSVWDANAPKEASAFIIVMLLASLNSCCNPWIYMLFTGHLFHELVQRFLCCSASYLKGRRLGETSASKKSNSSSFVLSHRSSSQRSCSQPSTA
OXTR potentiator – human OXTR potentiation; hit rate 0.061% among 320,000; CHO-OTR cells, Fluo-8 calcium fluorescence, potentiator mode; 0% = oxytocin EC15, 100% = EC100; activation, % at 3 µM;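 active = activation above that plate's cutoff, the mean activation of tested compounds plus 3 SD, cut at about 6.6% in these data, passing the limit was not always enough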;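 note: 100% uses oxytocin at 75 nM as the full agonist control; some results filed as inactive read as strong as hits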
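System: human OTR in CHO cells / Also added: sub-maximal oxytocin, roughly EC15 / Control set: EC15 oxytocin low, 75 nM oxytocin high / Schedule: 6 min compound pre-incubation at room temperature, 100 s kinetic read / Compound: single-point 3.0 µM / Replication: singlicate / Technique: Fluo-8 calcium dye fluorescence / Read-out basis: % activation of max/min ratio relative to oxytocin controls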
CHO parental Ca – counter-screen for OX1R antagonists: effect in parental CHO cells | AID 463079 | parental CHO-K1, ATP-induced calcium, Fluo-8 fluorescence | hit rate 0.63% among 330,000 | inhibition, % at 5.6 µM;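 active = inhibition above that plate's mean sample inhibition plus 3 SD, cut at about 26% in these data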;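 note: 0% = ATP-challenged DMSO wells and 100% = DMSO wells without ATP; some compounds past the cut are filed as inactive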
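Material: Parental CHO cells | Reagent: ATP | Compound dosing: Single nominal dose of 5.6 µM per compound | Detection: Intracellular calcium via Fluo-8 no-wash fluorescent dye | Read-out: % inhibition of ATP-induced calcium mobilization | Benchmarks: Low control ATP plus DMSO, high control DMSO only | Replicates: Singlicate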
The depositor's hits bear a star; · = not tested or not shown.

Order of values: OXTR potentiator	V1R ag counter	TAAR1 antagonist	M1 PAM parental	CHO parental Ca	GPR7 antag	CHO-K1 Ca ag	CHO-K1 Ca antag	OXTR agonist
COc1ccc(S(=O)(=O)N(C)C[C@@H]2Oc3c(NS(=O)(=O)c4cn(C)cn4)cccc3C(=O)N([C@@H](C)CO)C[C@@H]2C)cc1
    -3	0.0	7	2	5	·	-0.4	9	1.2
CCOC(=O)Cc1csc(NC(=O)NC2(C(F)(F)F)Oc3cc(Cl)c(Cl)cc3O2)n1
    -8	13	6	17	-7	13	9.7	-4	13
CC(=O)CCc1ccc(Oc2nc(-c3cccnc3)nc3ccccc23)cc1
    -6	-0.7	27	12	-23	17	3.4	-8	-1.3
Cc1ccccc1N(CC(=O)NCc1ccc2c(c1)OCO2)C(=O)CCC(=O)Nc1ccccn1
    -5	0.9	8	10	-22	-7	2.8	-5	1.2
Cc1ccc(OC(C)C(=O)Nc2ccccc2C(=O)N2CCN(C)CC2)cc1 (stereo not drawn)
    -9	0.2	3	3	-4	-27	4.5	-2	0.9
O=C(Nc1ccccc1-c1ccccc1)c1ccc(Cl)c([N+](=O)[O-])c1
    -8	-0.1	-19	19	-7	19	1.5	0	-1.8
CC1CCN(C(=O)CNC(=O)Cn2ccc3ccccc3c2=O)CC1
    -4	1.5	-9	2	3	0	0.2	-7	-0.5
Oc1ccc(N=Nc2nc(-c3ccccc3)c(-c3ccccc3)[nH]2)cc1
    -11	1.5	-2	11	-14	-10	0.6	-3	-0.5
CCOC(=O)CC1C(=O)NCCN1S(=O)(=O)c1ccc(Cl)cc1 (stereo not drawn)
    -15	-0.3	1	12	-11	3	0.6	-10	-1.1
COc1ccc(S(=O)(=O)NCCCCCC(=O)O)cc1C(=O)O
    -3	0.6	3	26	-10	2	3.1	-15	-0.4
Cc1ccccc1CSCCNC(=S)Nc1ccccc1
    -17	4.4	-2	15	2	3	6.7	-3	0.8
COc1cccc(OC)c1C(=O)Nc1ccccc1C(=O)N1CCCC1
    ·	·	-6	7	·	-10	0.9	-6	·
COC(=O)c1ccccc1N/C=C/C(=O)c1ccc(Br)cc1
    -9	-0.1	9	16	-18	-7	-0.5	-11	-1.8
c1ccc(CN2C3=NCCN3c3ccccc32)cc1
    -4	1.0	-17	16	-13	3	0.2	-4	0.8
Cc1[nH]c2ccccc2c1C(C[N+](=O)[O-])c1cccc(O)c1 (stereo not drawn)
    -7	3.5	7	-1	-4	12	7.4	6	5.2
CCCCn1c(N)c(N(CCOC)C(=O)c2c(C)noc2C)c(=O)[nH]c1=O
    8	1.5	6	6	1	·	2.6	6	1.4
CCN(CC)CCNC(=O)c1ccc(NC(=O)c2cc(-c3ccco3)nc3ccccc23)cc1
    -9	-0.5	-11	-16	-22	-7	0.9	-6	-0.9
COc1c(C)cccc1C(=O)Nc1ccc(CN2CCOCC2)cc1
    5	0.2	-5	25	-15	-17	0.9	-16	0.5
COc1ccc(-c2ccc(NCCC3=CCCCC3)nn2)cc1OC
    -2	-1.4	5	9	-29	-9	1.7	-16	-1.7
COc1ccc(OC)c(Nc2ncnc3c2cnn3-c2ccccc2)c1
    -1	-1.8	-1	17	-16	9	0.6	-10	-1.9
CC(NC(=O)c1cc([N+](=O)[O-])cc([N+](=O)[O-])c1)c1ccc(-n2ccnc2)cc1 (stereo not drawn)
    -6	-0.7	-5	13	-10	-12	1.0	-6	-1.2
CCCNC(=O)c1ccccc1NC(=O)CN(c1ccccc1OCC)S(C)(=O)=O
    -1	0.7	-25	17	-18	-3	0.5	-9	-0.5
CCOC(=O)C1=C(N)n2c(s/c(=C/c3ccco3)c2=O)=C(C(=O)OC)C1c1ccco1 (stereo not drawn)
    -4	11	33	3	10	5	0.4	0	14
Cc1cc(NC(=O)c2ccc(Cl)cc2Cl)n(CCC#N)n1
    -13	-0.1	-3	13	-17	-8	0.6	-15	-0.6
CSc1cnn(-c2ccccc2)c(=O)c1SC
    1	-0.2	3	-13	-3	-17	-0.1	10	-0.5
Cc1cc(N2CCOCC2)nc2ccc(NC(=O)CCC(=O)N3CCN(c4ccccc4F)CC3)cc12
    -9	3.3	-8	11	-21	-1	6.0	-13	4.7
OCC1(Cc2ccccc2)CCN(C2CCN(c3ccccc3F)CC2)CC1
    -11	5.2	41	9	-6	-13	12	-2	9.5
OC[C@@H]1CN(Cc2ccco2)C[C@H](n2cnc3c(NC4CC4)ncnc32)O1
    ·	·	-16	20	·	·	0.7	-7	·
O=C(Nc1ccccc1-c1nnn(CC(=O)N2CCc3ccccc3C2)n1)C1CCC1
    -9	-0.2	-5	20	-24	1	0.8	-13	-1.7
O=C(Nc1cc(S(=O)(=O)Nc2ccc(Cl)cc2)ccc1O)c1ccc(F)cc1F
    -8	4.5	13	-2	2	·	1.7	21	7.3
Cc1cccn2c(=O)c(C(=O)NCCCN3CC(C)CC(C)C3)c(O)nc12 (stereo not drawn)
    0	-0.8	-4	6	-7	·	1.5	0	0.1
Cn1c(=O)c(C(=O)CN2CCc3ccccc32)c(N)n(Cc2ccccc2)c1=O
    0	-0.1	1	21	-8	-2	0.2	-1	-0.7
O=C(NCCc1ccccc1)c1cc([N+](=O)[O-])ccc1N1CCOCC1
    -9	-0.1	0	9	-9	·	0.1	-10	-0.9
Cc1ccc(OCC(=O)NNC(=O)C2CSC3(C)CCC(=O)N23)cc1C (stereo not drawn)
    ·	·	-2	5	·	·	2.7	2	·
CC(=O)NN1C(=O)c2ccccc2NC1c1ccccn1 (stereo not drawn)
    -1	-0.8	3	9	3	2	0.0	0	-0.6
Nc1ccc(C(=O)OCc2nc3ccccc3[nH]2)cc1
    -7	0.1	13	23	4	1	0.3	-15	0.3
CCc1cc2cc(C)c(C)cc2nc1SCC(=O)NNC(=O)c1ccco1
    -12	-1.1	-38	13	-12	-10	0.0	-19	-2.0
CCOC(=O)c1c(C)[nH]c(N=Nc2ccccc2)c1C
    -1	-1.3	-5	18	-16	-22	0.6	-9	-2.1
CC(=O)Nc1nnc(S(=O)(=O)N2CCN(c3ccc([N+](=O)[O-])cc3Cl)CC2)s1
    -12	6.3	12	10	-3	1	6.8	-12	4.4
Cc1ccc(Oc2nc3ccccn3c(=O)c2/C=C(\C#N)C(=O)Nc2c(C)n(C)n(-c3ccccc3)c2=O)c(C)c1
    -8	-1.3	-9	20	-26	-7	0.4	-3	-2.5
O=C(CN1CCCCC1)Nc1ccc(F)c(Cl)c1
    -2	0.4	5	20	-24	-1	1.0	-5	-0.2
CC(=O)N1c2ccc(S(=O)(=O)N3CCC(C(=O)NC4CCCC(C)C4C)CC3)cc2CC1C (stereo not drawn)
    -5	0.4	-22	27	-10	-8	1.6	-17	-1.1
CCOC(=O)C1=NN(C(=O)Nc2cccc(C(F)(F)F)c2)C2C(=O)N(c3cccc(C(F)(F)F)c3)C(=O)C12 (stereo not drawn)
    -14	-0.3	-1	6	-5	-11	0.0	1	0.3
COc1ccc(-c2noc(CCC(=O)NCCCN3CCC(Cc4ccccc4)CC3)n2)cc1
    -17	13	-10	10	18	29*	7.0	8	18
CCCCNc1nc(NCc2ccccc2)nc2ccccc12
    ·	·	92*	-17	·	·	49*	54*	·
c1ccc(-c2ccccc2OCc2nnc3n2CCC3)cc1
    -8	0.0	-8	7	5	2	-0.4	3	-1.1
CC(C)Oc1ccc(S(=O)(=O)N2CCOCC2)cc1NC(=O)CSc1nnc(C2CC2)n1C
    ·	·	-28	-5	·	·	0.2	-7	·
CCN(CC)S(=O)(=O)c1ccc(C(=O)Nc2cc(S(=O)(=O)N3CCOCC3)ccc2O)cc1
    -7	0.4	3	7	-4	·	0.7	-6	0.8
CCN(CC)CCCN1C(=O)C(=O)/C(=C(/O)c2ccccc2)C1c1cc(OC)ccc1OC (stereo not drawn)
    -3	1.2	7	17	-1	·	0.1	-11	1.0
N/C(=N\OC(=O)COc1cc(Cl)c(Cl)cc1Cl)c1ccccn1
    -7	0.5	0	16	-26	2	0.3	-19	-0.7
CC(=O)c1cccc(NC(=O)c2ccc(N(Cc3ccccc3)S(C)(=O)=O)cc2)c1
    -4	4.4	25	17	-5	-7	5.4	0	6.9
Cc1cccc(-c2onc3ccc(C(=O)/C=C/N(C)C)cc23)c1
    -5	0.8	9	7	-10	6	0.9	-8	-0.9
CCC(C(=O)OC)n1cnc2c(cnn2-c2ccc(Cl)cc2)c1=O (stereo not drawn)
    -13	3.9	49*	10	-20	-7	3.6	2	2.6
COc1ccc(Cc2nc3ccc(C(=O)N(C)C(C)c4nccs4)cc3o2)cc1 (stereo not drawn)
    0	0.8	-6	-8	-14	8	1.3	2	0.5
CCCc1c(C)c2cccc(C)c2[nH]c1=O
    -7	1.2	-7	-4	17	-10	1.1	7	-1.1
Cc1cnc(C(=O)OCC(=O)Nc2ccc(Cl)cn2)cn1
    -2	-0.3	-18	14	-5	·	1.8	-12	0.9
Cc1ccc(N(Cc2ccccc2)C(=O)c2ccc(Cl)c(S(=O)(=O)N3CCOCC3)c2)cc1
    1	-0.6	-10	-14	-12	·	0.7	6	-1.3
O=C(CN1CCN(c2ccccn2)CC1)Nc1cccc(S(=O)(=O)N2CCCC2)c1
    -11	1.4	20	13	-21	-7	1.6	-14	-0.9
Cc1ccc(C(=O)O/N=C(\N)c2ccc(Br)cc2)cc1
    -11	0.2	-1	-3	-3	-2	0.4	0	-1.0
Cc1ccc([C@H]2C[C@H](n3cc(C4CC4)nn3)[C@@H](O)CN2C(=O)c2cccs2)cc1
    ·	·	-5	-1	·	·	0.2	-7	·
CCC1(C)CC(c2nc(-c3ccc(OC)cc3)cs2)CCS1 (stereo not drawn)
    -5	1.0	-14	20	-29	-9	1.3	2	-0.9
CC(=O)Nc1nc(SCc2ccc(Cl)cc2Cl)n[nH]1
    1	0.9	10	17	7	-15	0.3	-14	0.2
C[C@H](CO)N1C[C@H](C)[C@H](CN(C)S(=O)(=O)c2cccs2)OCc2cnnn2CCCC1=O
    ·	·	-2	-5	·	·	-0.1	4	·

GPR7 antag: entries above that show a hit.
Molecule	OXTR potentiator	TAAR1 antagonist	GPR7 antag
COc1ccc(-c2noc(CCC(=O)NCCCN3CCC(Cc4ccccc4)CC3)n2)cc1	-17	-10	29*

High-throughput results (PubChem BioAssay)
